Screens: PubChem, several laboratories
RmlCD inh 1536: M. tuberculosis RmlC/RmlD coupled enzyme inhibitors, primary screen, biochemical, compound mixtures, 384-well, from 1536-well plates | dTDP-4-dehydrorhamnose reductase (Mycobacterium tuberculosis (strain ATCC 25618 / H37Rv)) … | RmlC+RmlD coupled enzyme assay, percent inhibition; primary screen in compound mixtures | inhibition, % at 3.6 µM | actives 0.03% (n = 160,000) | AID 1533, 2009; in the data active means inhibition mostly above about 34%, no sharp cut-off; further: some results filed as inactive read as strong as hits
Target sequence (P9WH09 whole entry, looked up): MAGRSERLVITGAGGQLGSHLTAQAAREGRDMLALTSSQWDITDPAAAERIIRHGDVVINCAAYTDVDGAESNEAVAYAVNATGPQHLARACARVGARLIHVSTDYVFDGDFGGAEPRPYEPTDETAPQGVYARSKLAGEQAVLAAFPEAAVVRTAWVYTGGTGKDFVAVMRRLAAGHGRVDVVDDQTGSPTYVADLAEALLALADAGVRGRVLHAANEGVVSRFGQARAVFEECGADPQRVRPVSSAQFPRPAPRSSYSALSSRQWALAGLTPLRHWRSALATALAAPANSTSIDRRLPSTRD
Target sequence (P9WH11 whole entry, looked up): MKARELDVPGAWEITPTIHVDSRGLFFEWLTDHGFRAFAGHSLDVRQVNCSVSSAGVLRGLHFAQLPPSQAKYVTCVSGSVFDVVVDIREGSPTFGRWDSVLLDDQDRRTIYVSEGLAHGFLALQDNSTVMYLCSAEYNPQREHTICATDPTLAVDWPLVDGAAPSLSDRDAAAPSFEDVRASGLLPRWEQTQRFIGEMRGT
GlmU inhibition: inhibition of mycobacterial GlmU enzyme – biochemical, glucosamine-1-phosphate acetyltransferase (AID 1376) | M. tuberculosis GlmU acetyltransferase enzyme assay; higher % means a stronger effect | inhibition, %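 (tested at 30 µM in the primary screen)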; hits with a dose series show IC50 in µM | actives 0.25% (n = 220,000); in the data active means inhibition above about 13%;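 further: 0% = complete reaction with vehicle and 100% = reaction without substrate; strong numbers were not always called active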
An asterisk follows results filed as active; . = no result given.

#	Structure	GlmU inhibition	RmlCD inh 1536
1	CC(=O)N1CCC(=NNc2ccnc3cc(Cl)ccc23)CC1	3.8%	-5
2	CCCOc1ccc(-c2nn(-c3ccccc3)cc2/C=C2\SC(N)=NC2=O)cc1	0.3%	4
3	Cn1c(=O)c2c(nc(NNC(=O)C(F)(F)F)n2C)n(C)c1=O	1.3%	6
4	COc1ccc(CC2(CCc3ccncc3)C(=O)NC(=O)NC2=O)cc1OC	-3.0%	-3
5	C#CCOCCOCCOCCNc1nc(N2CCN(C(=O)Cn3cc(CCCCN)nn3)CC2)nc(N2CCN(C(=O)Cn3cc(CC(C)O)nn3)CC2)n1 (configuration not stated)	-2.5%	.
6	O=C(CP(=O)(c1ccccc1)c1ccccc1)Nc1cccc(CP(=O)(c2ccccc2)c2ccccc2)c1	1.9%	-1
7	O=S(=O)(Nc1ccc2c(c1)oc1ccccc12)N1CCCC1	5.6%	.
8	C/C(N)=C(/C#N)C(=O)COC(=O)c1cc(-c2ccc(C)cc2)nc2ccccc12	7.1%	.
9	COc1ccc(CC(=O)Nc2ccc(-c3nnc(-c4ccccc4)o3)cc2)cc1OC	-3.2%	-4
10	CCOC(=O)N1CCC(N(CCN(C)C)C(=S)Nc2cc(Cl)ccc2C)CC1	-1.3%	30
11	COc1ccc(OC2C(=O)N(Cc3ccc(F)cc3)C2c2ccc(OC)c(OC)c2)cc1 (configuration not stated)	-0.9%	.
12	N/C(=N\OC(=O)c1ccco1)c1ccc(Cl)cc1	0.9%	-9
13	O=C(CSc1ccc(-c2cccnc2)nn1)N1CCCCCC1	1.8%	8
14	O=C(Nc1nc2cc3c(cc2s1)OCO3)C1CC1	4.8%	5
15	O=C(Nc1ccc(Cl)cn1)c1ccc(-c2ccc(Cl)c(Cl)c2)o1	-0.6%	.
16	COC(=O)Cn1ncn2cccc2c1=O	0.9%	-1
17	COc1ccc(CN2C(=O)c3ccccc3C(/C=N\OCc3ccc(F)cc3)C2=O)cc1 (configuration not stated)	1.3%	5
18	CCOC(=O)NC(Nc1ccc(S(N)(=O)=O)cc1)(C(=O)OCC)C(F)(F)F (configuration not stated)	-0.2%	10
19	Clc1ccc(C(c2nnnn2C2CCCCC2)N(Cc2cccnc2)Cc2ccco2)cc1 (configuration not stated)	2.5%	.
20	O=C(COc1ccc(Cl)cc1Cl)N/N=C/c1ccc(OC2OC(CO)C(O)C(O)C2O)cc1 (configuration not stated)	8.5%	.
21	Clc1ccc2nc(-c3ccccc3)c(CN3CCOCC3)n2c1	3.5%	-2
22	C(=C\c1ccco1)/c1nc2ccccc2[nH]1	-0.6%	-10
23	N#CCc1cnc2ccccc2n1	5.9%	.
24	NC(=O)NC(c1ccccc1)c1cccc2ccccc12 (configuration not stated)	4.8%	2
25	COc1cc2c(cc1OC)C(C1(O)CCCCC1)NCC2 (configuration not stated)	1.4%	.
26	COc1cc(NS(=O)(=O)c2ccc(N/C=C\C(=O)c3ccc(C)cc3)cc2)nc(OC)n1	8.1%	.
27	CC1CCc2c(sc3ncn(CC(=O)N=Nc4c(O)[nH]c5ccccc45)c(=O)c23)C1 (configuration not stated)	6.2%	.
28	CCOCCCNC(=O)Cn1cnc2sc(C)c(S(=O)(=O)N3CCN(c4ncccn4)CC3)c2c1=O	6.3%	10
29	S=C(NCc1ccccc1)N1CCc2ccccc2C1	-3.7%	.
30	O=C(O)CCCC(=O)N1CCN(c2ncccn2)CC1	-5.6%	-2
31	CN(C(=O)Oc1ccc(C(C)(C)C)cc1)c1ccccc1	-6.1%	.
32	O=C(O)CCC(=O)NCC(=O)c1ccc(F)cc1	-3.3%	-5
33	CCNC(=S)N1CCN(CCN=CC2=C(O)CC(c3ccco3)CC2=O)CC1 (configuration not stated)	3.9%	.
34	CCCS(=O)(=O)C(=C1NCCO1)S(=O)(=O)CCC	-3.2%	8
35	CC(C)N(C(=O)CC1ON(C)C(=O)N1c1ccc(Cl)cc1)C(C)C (configuration not stated)	8.1%	5
36	CCNC(=O)NC(=O)COC(=O)c1ccccc1SCC(=O)NC(=O)NCC	6.7%	-7
37	CCOC(=O)[C@@H]1[C@H]2COc3cc(OC)ccc3[C@@H]2N2C(=O)N(c3ccc(C)cc3)C(=O)[C@]12C	3.2%	.
38	COc1ccc(/C=N/NC(=S)Nc2cccc(C(=O)O)c2)cc1OC	-3.2%	8
39	CC(=O)NCCn1c(SCc2cc(F)ccc2F)nc2ccccc2c1=O	0.6%	-2
40	COc1ccccc1C(=O)N1CCN(C(=O)COc2cccc(C)c2)CC1	0.7%	4

Numbers 36–40, reprinted for reference:
#	Structure	GlmU inhibition	RmlCD inh 1536
36	CCNC(=O)NC(=O)COC(=O)c1ccccc1SCC(=O)NC(=O)NCC	6.7%	-7
37	CCOC(=O)[C@@H]1[C@H]2COc3cc(OC)ccc3[C@@H]2N2C(=O)N(c3ccc(C)cc3)C(=O)[C@]12C	3.2%	.
38	COc1ccc(/C=N/NC(=S)Nc2cccc(C(=O)O)c2)cc1OC	-3.2%	8
39	CC(=O)NCCn1c(SCc2cc(F)ccc2F)nc2ccccc2c1=O	0.6%	-2
40	COc1ccccc1C(=O)N1CCN(C(=O)COc2cccc(C)c2)CC1	0.7%	4

(listing goes on)
#	Structure	GlmU inhibition	RmlCD inh 1536
41	CCCOC(=O)Nc1ccccc1C(N)=O	3.4%	10
42	CC1CCc2nn(CC(=O)NCc3ccc(F)cc3)cc2C1 (configuration not stated)	1.8%	-10
43	COc1ccc2nc(NC(=O)c3ccc(NS(=O)(=O)c4cccs4)cc3)sc2c1	6.0%	.
44	CCOc1ccccc1N/C=C/C(=O)C(C)(C)C	-8.2%	.
45	COc1ccc(OC)c(Cc2nnc(CCC(=O)NCc3ccsc3)o2)c1	1.2%	-2
46	COC(=O)c1scc(C)c1NC(=O)C(Cl)c1ccccc1 (configuration not stated)	-4.6%	7
47	CCOC(=O)C1(C)NC(c2ccco2)C2C(=O)N(c3ccccc3)C(=O)C21 (configuration not stated)	3.5%	5
48	Clc1cccc(N2CCN(Cc3nnc(-c4ccccc4)o3)CC2)c1	-0.8%	-9
49	Cc1cc(=O)[nH]c(N2CCc3ccccc3C2)n1	3.8%	2
50	Cc1ccnc(NS(=O)(=O)c2ccc(NC(=O)CN3C(=O)CCC3=O)cc2)n1	2.2%	-15
51	COc1ccc(C2(C(=O)O)CCCC2)cc1	-5.1%	.
52	O=C1C=C(Nc2ccccc2)C(=O)c2ccccc21	-7.0%	3
53	CCOC(=O)c1c(NC(=O)Nc2ccccc2)sc(C)c1C	-4.8%	.
54	CC12CC(NC(=O)N1Cc1ccccc1)c1ccccc1O2 (configuration not stated)	3.0%	-11
55	C=CCNCCCCOc1ccccc1-c1ccccc1	-5.9%	-6
56	c1ccc2c(c1)nc(N1CCOCC1)c1c3ccccc3[nH]c21	4.6%	.
57	O=c1cc(CN2CCN(c3ccccc3)CC2)c2cc(O)c(-c3ccccc3)cc2o1	1.6%	-1
58	Cc1ccc(SCc2nc3ncccn3c2Br)cc1	-0.9%	-5
59	N/C(=N\OC(=O)c1ccc2c(c1)OCO2)c1cccc(Br)c1	-0.6%	3
60	CSc1nc2c(cc1C#N)CCCCC2	3.4%	3
61	CC1=C(C(=O)OCc2ccccc2)C(c2ccccc2OS(=O)(=O)c2ccc(C)cc2)NC(=O)N1CCCC(=O)O (configuration not stated)	-3.0%	.
62	CCOC(=O)c1c(NC(=O)CSc2ncnc3[nH]ncc23)sc2c1CCC(C)C2 (configuration not stated)	-5.2%	4
63	Cc1ccc(OCC(=O)NCc2ccco2)cc1C	-0.1%	-6
64	O=C1CC(c2ccccc2)CN1 (configuration not stated)	0.3%	7
65	O=C(CN1CCCCCC1)NCC1CCCO1 (configuration not stated)	-4.7%	11
66	Cc1nc(C)c(-c2csc(Nc3cccnc3)n2)s1	1.5%	8
67	COc1ccc(OC)c(NC(=S)NCC(c2cccnc2)N2CCOCC2)c1 (configuration not stated)	-3.6%	-2
68	CCc1cc(CNC(=O)CC2C(=O)NCCN2Cc2ccccc2C(F)(F)F)on1 (configuration not stated)	8.9%	.
69	COC(=O)CCC(=O)OC1(C)C(=O)C=C2C=C(C3CC3)N(CCCCO)C=C2C1=O (configuration not stated)	-3.1%	.
70	CC(C)c1cc(C(=O)OCC(=O)NC(=O)NCc2ccco2)c(O)c(C(C)C)c1	-4.3%	-2

Along the list, quoted from above.
Compounds 58 to 61 in GlmU inhibition read -0.9%, -0.6%, 3.4%, -3.0%

Following part
#	Structure	GlmU inhibition	RmlCD inh 1536
71	CC1CCc2cc(F)ccc2N1C(=O)c1ccncc1 (configuration not stated)	-8.0%	7
72	COc1cccc(OCc2nc(-c3cccc([N+](=O)[O-])c3)no2)c1	4.8%	46
73	Cc1ccc(C2C(S(C)(=O)=O)=C(O)C(=O)N2c2ccccc2)cc1 (configuration not stated) (tested in a mixture with another compound)	1.4%	21
74	O=C(O)c1ccccc1OCCOCCOc1ccccc1C(=O)O	2.1%	.
75	COc1ccc(Cl)cc1NC(=S)N1CCN(S(C)(=O)=O)CC1	-1.9%	10
76	CCOC(=O)c1sc(-c2ccc(Br)cc2)cc1N	1.8%	-3
77	COc1cccc(C(=O)Nc2nc3ccccc3[nH]2)c1	-0.6%	-1
78	CCN1CCCC1CNC(=O)CSCc1nc(-c2ccccc2C)oc1C (configuration not stated)	7.6%	2
79	Cc1cccc(CN2CCC(CNC(=O)C3CCCN(S(=O)(=O)c4cnc[nH]4)C3)CC2)c1 (configuration not stated)	-2.9%	5
80	CCOc1cc2[nH]c(=S)n(CCOC)c(=O)c2cc1OCC	-0.2%	-7
81	O=C(O)/C=C/C(=O)NCCC1=CCCCC1	-3.6%	-5
82	CCCn1c(N)c(C(=O)CSc2nnc(C)n2Cc2ccccc2)c(=O)n(C)c1=O	-0.5%	.
83	O=C(CSc1nnc(-c2ccccc2NC(=O)c2ccccc2)o1)OC1CCCCC1	6.2%	.
84	CCOC(=O)c1cnn(-c2ccc(C)cc2)c1N	5.3%	.
85	Cc1cc(N/N=C/c2ccc(O)cc2O)nc(N2CCOCC2)n1	-0.3%	-5
86	CCOC(=O)C1CCN(C(=O)CSC2=NCCS2)CC1	4.1%	-9
87	O=C(Nc1ccc(Cl)c(Cl)c1)C1=Cc2ccccc2OC1	-1.7%	7
88	COc1ccc(OCC(=O)c2c(O)c3ccccc3oc2=O)cc1	14%*	-7
89	COCOc1ccc(/C=C/C(=O)c2c(OCOC)cc(OCOC)c(CC=C(C)C)c2O)cc1OCOC	-0.9%	.
90	O=C1COc2ccc(C(=O)c3ccccc3C(=O)O)cc2N1	5.8%	-9
91	Nc1ccc(CNc2ncn[nH]2)cc1	0.8%	-10
92	CN(C)c1c2ccccc2nc2c(F)c(F)c(F)c(F)c12	2.8%	41*
93	Cc1cccc(C)c1OC(=O)CN(c1ccc(Cl)cc1)S(C)(=O)=O	-9.6%	.
94	COc1ccc(OC(C)C(=O)NCCc2nc3ccccc3[nH]2)cc1 (configuration not stated)	2.7%	.
95	C1CN(c2nc3nonc3nc2N2CCOCC2)CCO1	-3.0%	.
96	O=c1[nH]c(/C=C/c2cccnc2)c([N+](=O)[O-])c(=O)[nH]1	-1.6%	-10
97	COc1ccccc1NC(NC(=O)c1cccnc1)C(Cl)(Cl)Cl (configuration not stated)	-3.3%	.
98	Cc1cc(C(=O)NNC(=O)c2nn(C)c(=O)c3ccccc23)c(C)o1	-0.1%	9
99	Cc1cc(C)n(CC(=O)n2c3c(c4ccccc42)CCCC3)n1	-1.7%	12
100	CCN(CC)S(=O)(=O)c1cc([N+](=O)[O-])ccc1NNC(=O)Nc1ccc(F)cc1	2.1%	.

Another view of part of the listing above:
[96] O=c1[nH]c(/C=C/c2cccnc2)c([N+](=O)[O-])c(=O)[nH]1
  GlmU inhibition: -1.6%; RmlCD inh 1536: -10

[94] COc1ccc(OC(C)C(=O)NCCc2nc3ccccc3[nH]2)cc1 (configuration not stated)
  GlmU inhibition: 2.7%; RmlCD inh 1536: .

[95] C1CN(c2nc3nonc3nc2N2CCOCC2)CCO1
  GlmU inhibition: -3.0%; RmlCD inh 1536: .

Other structures.
#	Structure	GlmU inhibition	RmlCD inh 1536
101	CCCS(=O)(=O)N1CCCC(C(=O)N2CCC(Cc3ccccc3)CC2)C1 (configuration not stated)	0.5%	.
102	CC(=O)NC1(C(F)(F)F)C(=O)NC(C)=C1C#N (configuration not stated)	-6.2%	-15
103	O=C1CC(c2ccccc2)CC(O)=C1C=NC1CCCCCC1 (configuration not stated)	2.1%	-2
104	COCCCNC(=O)Cc1ccccc1OC	-1.9%	.
105	COc1ccccc1-n1c(=O)[nH]c2c(C(N)=O)nc(-c3cccnc3)nc21	1.0%	.
106	O=S(=O)(c1ccccc1)n1ccc2cccnc21	-4.3%	.
107	Cc1ccc(C(=O)c2coc3ccc(O)c(CN4CCN(C)CC4)c23)cc1	-0.5%	.
108	CCOC(=O)c1ccccc1NC(=O)CSc1nncn1C	-0.2%	.
109	CCOC(=O)C1=C(C)NC(=O)NC1c1ccc(-c2ccccc2F)o1 (configuration not stated)	6.9%	-13
110	Cc1ccc(NC(=O)COC(=O)Cn2cnc3ccccc32)c([N+](=O)[O-])c1	-0.6%	-6
111	O=C(COc1cccc(NC(=O)c2cccs2)c1)c1ccc(F)cc1	-2.8%	5
112	CN(C)S(=O)(=O)c1cccc(NC(=S)NCCCn2ccnc2)c1	1.2%	4

Some of the compounds tested; count on the stated rates, not on these rows.
